Gli-Sufu antag = Gli-Sufu pathway antagonism; Sufu-KO-LIGHT fibroblasts, Gli luciferase reporter luminescence; inhibition, % at 5 µM; hit rate 0.74% among 340,000;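 active = inhibition above about 55%, limit read from the data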;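 also: 0% = DMSO-treated cells and 100% = wells with medium but no cells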
Mdm2-MdmX inh = inhibitors of human Mdm2/MdmX interaction | inhibition, % at 8 µM | hit rate 3% among 330,000 | SaOS-2 split-luciferase Mdm2/MdmX complementation, luminescence | AID 485346 | O15151+Q00987;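 active = inhibition of at least 50% at 8 µM in the primary screen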
CHOP UPR activ = apoptotic UPR (CHOP) activation; CHO-CHOP luciferase reporter, luminescence; percent of tunicamycin response over DMSO baseline; activation, % at 10 µM; hit rate 0.34% among 330,000; AID 449763;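 active = at 10 µM dose, activation of 40% or more, normalized to positive control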;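 also: 100% = tunicamycin at 10 µg/mL and 0% = DMSO alone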
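measured by = luciferase luminescence | assay system = CHO-CHOP cells, stable luciferase reporter of PERK-eIF2a-CHOP signalling | amount = 500 reporter cells seeded per well | timing = 6 h compound exposure at 37 °C after overnight seeding | controls = positive tunicamycin 10 µg/mL, negative DMSO alone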
EBI2 block = EBI2 (human) antagonism; EBI2 beta-arrestin recruitment, luminescence, 7a,25-OHC stimulated; inhibition, % at 5 µM; hit rate 0.81% among 360,000; AID 651636; in the data active = inhibition above about 38%;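 also: enzyme fragment complementation signal reports receptor beta-arrestin coupling in cells; 0% = agonist plus DMSO wells and 100% = wells without agonist; some results beyond the cut were filed as inactive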
697 NFkB inh = lowers PMA/ionomycin-induced NF-kB signal in 697 B cells; inhibition, % at 4 µM; AID 435022; hit rate 0.33% among 330,000; 697 B-cell NF-kB luciferase reporter, 16 h; in the data active = inhibition above about 35%
Jurkat NFkB inh = inhibitors of the PMA/ionomycin-induced NF-kB reporter in Jurkat cells | inhibition, % at 4 µM | PMA/ionomycin-induced NF-kB luciferase reporter, luminescence | hit rate 0.53% among 330,000 | AID 435003; in the data active = inhibition above about 50%
CXCR6 block = inhibitors of human CXCR6 receptor; O00574; CHO-K1 PathHunter CXCR6 beta-arrestin, luminescence; inhibition, % at 20 µM; hit rate 0.36% among 360,000; AID 602244; in the data active = inhibition above about 34%, passing the limit was not always enough;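 also: antagonist mode with CXCL16 agonist at 10 nM final; 0% = 10 nM CXCL16 with DMSO and 100% = unstimulated wells without agonist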
Target sequence (O00574 whole entry, looked up): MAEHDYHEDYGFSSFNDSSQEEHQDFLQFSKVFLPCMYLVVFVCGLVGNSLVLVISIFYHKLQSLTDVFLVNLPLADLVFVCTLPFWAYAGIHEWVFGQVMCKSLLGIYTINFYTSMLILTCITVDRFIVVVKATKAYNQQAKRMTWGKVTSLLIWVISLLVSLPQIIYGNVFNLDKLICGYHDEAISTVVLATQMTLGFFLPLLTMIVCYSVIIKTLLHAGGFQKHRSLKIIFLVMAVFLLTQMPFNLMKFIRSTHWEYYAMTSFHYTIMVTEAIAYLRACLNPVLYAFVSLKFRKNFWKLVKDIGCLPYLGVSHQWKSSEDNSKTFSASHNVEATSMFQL
UPR XBP1 act = activators of adaptive arm of unfolded protein response (XBP1). CHO-XBP1 luciferase reporter, IRE1-XBP1 UPR activation, luminescence; percent of tunicamycin response, DMSO as zero. activation, % at 20 µM. hit rate 0.33% among 330,000;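 active = versus positive control, 20 µM dose yields 30% or more activation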;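 also: 100% = tunicamycin at 10 µg/mL and 0% = DMSO only wells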
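Material: IRE1-XBP1 luciferase reporter CHO line / Quantity: one thousand reporter cells per well / Buffer or medium: F12 with 10% serum / Compound: 20 µM single concentration, DMSO 1% / Times: 6 h treatment, 37 °C / Detection: Steady-Glo luciferase glow luminescence, 10 min after reagent addition / Benchmarks: tunicamycin high, DMSO low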
CCR6 antag = blocks CCL20-driven beta-arrestin recruitment at human CCR6; P51684; CHO-K1 CCR6 PathHunter beta-arrestin, luminescence, CCL20-stimulated; inhibition, % at 20 µM; hit rate 0.49% among 340,000; AID 493098;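 active = compounds whose inhibition of the agonist-driven luminescence signal at 20 µM reaches about 50%, limit read from the data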;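 also: cells stimulated with CCL20 at 14 nM final; plate controls were DMSO with CCL20 for no effect and DMSO without agonist for full effect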
Target sequence (P51684 whole entry, looked up): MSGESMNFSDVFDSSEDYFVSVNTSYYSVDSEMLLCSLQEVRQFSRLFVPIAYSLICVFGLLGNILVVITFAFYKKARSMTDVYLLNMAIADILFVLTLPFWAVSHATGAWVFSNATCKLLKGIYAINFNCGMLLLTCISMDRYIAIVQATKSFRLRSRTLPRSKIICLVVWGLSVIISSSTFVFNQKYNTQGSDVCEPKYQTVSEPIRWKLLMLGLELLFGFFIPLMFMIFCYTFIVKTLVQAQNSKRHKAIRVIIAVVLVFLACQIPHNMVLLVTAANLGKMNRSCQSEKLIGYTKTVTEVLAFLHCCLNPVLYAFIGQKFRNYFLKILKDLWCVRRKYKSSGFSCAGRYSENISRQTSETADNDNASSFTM
The depositor's hits bear a star; / = not tested or not shown.

SMILES	Gli-Sufu antag	Mdm2-MdmX inh	CHOP UPR activ	EBI2 block	697 NFkB inh	Jurkat NFkB inh	CXCR6 block	UPR XBP1 act	CCR6 antag
NC(=O)C(CC(=O)O)NC(=O)[C@@H]1CCCNc2c(I)cc([N+](=O)[O-])cc2C(=O)N[C@@H](CO)C(=O)N[C@@H](Cc2ccc(O)cc2)C(=O)N1 (some centres not stated)	-30	13	1.3	-15	15	3	4	1	3
CCOc1cc(C2C(C(=O)OC(C)C)=C(C)NC3=C2C(=O)CCC3)cc([N+](=O)[O-])c1O (configuration not stated)	1	36	0.8	5	13	-1	0	0	0
COCCNC(=O)CCC1CCN(C/C=C/c2ccccc2OC)CC1	6	-1	-0.7	-3	-4	5	10	-2	-3
O=C(/C=C/c1ccc(Cl)cc1)NC(=S)NN1CCCCC1c1cccnc1 (configuration not stated)	/	-10	0.9	/	-3	4	/	2	/
O=C(O)CCN1C(=O)c2ccc(NC(=O)CSCc3ccccc3)cc2C1=O	-10	2	0.9	-3	11	-9	1	-2	-2
Cc1cc(Nc2ccc(N(C)C)cc2)n2ncnc2n1	-7	33	3.7	-6	11	-5	2	3	-2
COC(=O)CN(C#N)c1nc(OC)nc(N(C)C)n1	-1	2	0.6	7	12	0	6	-2	13
COc1ccc(NC(=O)CSc2nc3c(c(=O)n2-c2ccccc2OC)SCC3)cc1	4	15	-0.7	-4	13	-1	4	-3	-1
O=C(O)CCCC(=O)N1CCc2cc(S(=O)(=O)N3CCc4ccccc43)ccc21	16	-21	-0.4	5	-5	8	-7	2	5
Fc1ccc(Cc2nnc(-c3cccs3)o2)cc1	-34	-3	0.4	-5	-18	-18	2	2	8
O=C(O)c1cnn2c(C(F)F)cc(C(F)F)nc12	2	2	1.1	7	2	0	-3	0	-12
O=C(NCCCN1CCOCC1)c1ccc2c(c1)N(Cc1ccccc1F)C(=O)c1ccccc1S2=O (configuration not stated)	9	11	-2.0	3	-14	-12	5	-7	11
C=CCn1c(SCCOc2ccc(OC)cc2)nnc1C(NC(=O)c1ccc(OC)cc1)C(C)C (configuration not stated)	6	6	1.5	9	12	-1	1	-1	7
N#Cc1nc(-c2cccs2)oc1NCCN1CCOCC1	9	1	-3.4	-1	15	-8	4	-3	7
Clc1ccc(OCc2nn3c(-c4ccco4)nnc3s2)c(Cl)c1	6	10	-0.3	2	-10	12	0	5	7
CC(=O)c1cccc(NC(=O)c2cc3nc(C)cc(C)n3n2)c1	-61	-17	2.2	0	-34	-47	5	3	-16
O=C(O)c1cccc(S(=O)(=O)Nc2ccc3c(c2)CCC3)c1	-6	11	1.0	-15	-1	-1	5	-2	12
O=C(COC(=O)CCc1c[nH]c2ccccc12)NCCc1ccccc1	4	11	-1.9	6	17	21	-8	-1	4
COc1cc(/C=C(/C#N)C(=O)NCCc2c[nH]c3ccccc23)ccc1OCc1ccccc1F	3	63*	17	28	9	-19	32	17	58*
C/C(=N\S(=O)(=O)c1ccc(C)cc1)N(C)C	6	26	0.3	-10	1	18	3	2	14
Cc1cc(C)n(-c2ccc(F)cc2)c(=O)c1C#N	-10	8	0.3	-4	24	5	-4	2	10
CCN(CC)c1ccc2ccc(=O)oc2c1	-2	8	-0.6	3	17	-7	4	-4	-4
CC(=O)Nc1ccc(NC(=O)c2nccnc2C(=O)O)cn1	2	-3	1.5	-3	6	-14	-2	-2	12
CO[C@H]1[C@@H]2C=CO[C@@H](O[C@H]3O[C@@H](CO)[C@H](O)[C@@H](O)[C@@H]3O)[C@@H]2[C@@]2(CO)O[C@@H]12	-10	-3	-0.6	-8	-5	1	3	-3	7
COc1cc2cc(CN(CCCO)S(=O)(=O)c3ccccc3Cl)c(=O)[nH]c2cc1OC	2	-13	2.9	3	3	-14	0	-4	5

One compound at a time, as listed above:
COC(=O)CN(C#N)c1nc(OC)nc(N(C)C)n1 across the screens: Gli-Sufu antag: -1; Mdm2-MdmX inh: 2; CHOP UPR activ: 0.6; EBI2 block: 7; 697 NFkB inh: 12; Jurkat NFkB inh: 0; CXCR6 block: 6; UPR XBP1 act: -2; CCR6 antag: 13
CC(=O)c1cccc(NC(=O)c2cc3nc(C)cc(C)n3n2)c1 across the screens: Gli-Sufu antag: -61; Mdm2-MdmX inh: -17; CHOP UPR activ: 2.2; EBI2 block: 0; 697 NFkB inh: -34; Jurkat NFkB inh: -47; CXCR6 block: 5; UPR XBP1 act: 3; CCR6 antag: -16

Only EBI2 block and CHOP UPR activ (six entries from above):
| SMILES | EBI2 block | CHOP UPR activ |
| --- | --- | --- |
| Fc1ccc(Cc2nnc(-c3cccs3)o2)cc1 | -5 | 0.4 |
| O=C(O)c1cnn2c(C(F)F)cc(C(F)F)nc12 | 7 | 1.1 |
| O=C(NCCCN1CCOCC1)c1ccc2c(c1)N(Cc1ccccc1F)C(=O)c1ccccc1S2=O (configuration not stated) | 3 | -2.0 |
| C=CCn1c(SCCOc2ccc(OC)cc2)nnc1C(NC(=O)c1ccc(OC)cc1)C(C)C (configuration not stated) | 9 | 1.5 |
| N#Cc1nc(-c2cccs2)oc1NCCN1CCOCC1 | -1 | -3.4 |
| Clc1ccc(OCc2nn3c(-c4ccco4)nnc3s2)c(Cl)c1 | 2 | -0.3 |

3 compounds already listed, sorted by count of non-hydrogen atoms, falling:
SMILES	Gli-Sufu antag	Mdm2-MdmX inh	CHOP UPR activ	EBI2 block	697 NFkB inh	Jurkat NFkB inh	CXCR6 block	UPR XBP1 act	CCR6 antag
COc1ccc(NC(=O)CSc2nc3c(c(=O)n2-c2ccccc2OC)SCC3)cc1	4	15	-0.7	-4	13	-1	4	-3	-1
CC(=O)Nc1ccc(NC(=O)c2nccnc2C(=O)O)cn1	2	-3	1.5	-3	6	-14	-2	-2	12
O=C(O)c1cnn2c(C(F)F)cc(C(F)F)nc12	2	2	1.1	7	2	0	-3	0	-12

Carrying on:
SMILES	Gli-Sufu antag	Mdm2-MdmX inh	CHOP UPR activ	EBI2 block	697 NFkB inh	Jurkat NFkB inh	CXCR6 block	UPR XBP1 act	CCR6 antag
Cn1c(-c2ccccc2)c(/C=N/NC(=O)c2ccc(O)cc2)c2ccccc21	-31	48	11	6	-42	-32	-4	35*	18
COc1ccccc1-c1cc(C(=O)N2CCN(c3ccccc3)CC2)no1	/	20	0.7	5	7	13	0	-3	13
CCCc1cc(C(=O)Nc2ccccc2C(=O)OC)no1	1	1	2.6	3	-18	-19	0	0	10
Cc1nnsc1SCCNC(=O)c1c(F)cccc1F	-8	15	-1.8	-10	-33	-16	-2	-1	-1
CC(C)c1ccc(CC(C)C2C3=C(CCCC3=O)OC3=C2C(=O)CCC3)cc1 (configuration not stated)	8	19	-1.1	8	-8	0	2	-5	14
COc1ccc(-c2cc(C(F)(F)F)n3ncc(C(=O)NCC4CCCO4)c3n2)cc1OC (configuration not stated)	-3	57*	-0.1	7	0	18	-1	2	10
Cc1cccc(NC(=S)NCCSc2ccc(Cl)cc2)c1	0	15	-2.3	13	12	-9	4	-3	9
CCCCn1c(N)c(N(CCOC)C(=O)C2CCN(S(=O)(=O)c3ccc(C)c(C)c3)CC2)c(=O)[nH]c1=O	-4	25	-0.7	-16	20	2	2	-3	5
Cc1ccccc1-n1nnnc1SCC(=O)Nc1ccc(N2CCN(C)CC2)cc1	20	17	-1.4	-5	3	-29	-2	-3	11
Fc1ccc(Cn2nnnc2C(c2cccs2)N2CCN(C3CCCCC3)CC2)cc1 (configuration not stated)	27	41	1.4	7	23	-3	3	-1	6
Cc1nc(-c2cccnc2)sc1C(=O)N/N=C/c1ccccc1Cl	18	70*	0.2	9	-64	-10	0	0	8
CS(=O)(=O)N1CCN(C(=O)c2ccc(-c3ccccc3)cc2)CC1	8	-5	-0.5	70*	5	13	-7	-2	7
O=S(=O)(Nc1ccc(-c2ccc3nncn3n2)cc1)c1ccccc1F	-2	14	-0.8	-2	-4	-5	-6	-1	6
O=[N+]([O-])c1ccc(N2CCN(S(=O)(=O)c3ccccc3)CC2)cc1NCc1ccco1	/	5	0.0	/	-25	1	/	0	/
CSc1nc2ccc(NS(=O)(=O)c3cccc(Cl)c3Cl)cc2s1	1	16	0.8	-6	15	2	-1	-1	9
CC(C)CCn1c(N)c(S(=O)(=O)c2cccs2)c2nc3ccccc3nc21	-30	27	0.7	26	-9	2	-1	4	-9
Cc1cc(C)cc(NC(=O)N2CCN(S(C)(=O)=O)CC2)c1	-1	-36	0.2	-1	-2	-7	-6	0	7
COc1ccc(NS(=O)(=O)c2c(F)cccc2F)cc1S(=O)(=O)N1CCOCC1	2	43	-0.1	-1	33	5	-8	-1	-7
CC1=C(C(=O)OCCOC(C)C)C(c2cc3c(cc2Br)OCO3)C2=C(CCCC2=O)N1 (configuration not stated)	4	4	1.2	2	-11	2	-9	2	6
COC(=O)[C@H](Cc1ccccc1)NC(=O)O[C@@H]1C(=O)c2cc(Br)ccc2O[C@H]1c1cccc(OC)c1	/	-2	0.3	/	29	4	/	-1	/
CCNCCNC(=O)c1c(O)c2cccc3c2n(c1=O)CCC3	-17	2	-0.1	1	1	-1	-15	1	-7
COc1ccc(NC(=O)Cn2nc(C)c3ccccc3c2=O)cc1	5	4	-0.2	1	12	-1	25	-2	15
CC(=O)Nc1ccc2nc(-c3ccncc3)[nH]c2c1	5	-4	0.6	-4	-17	-2	-3	-1	1
Cn1c(=O)c(C(=O)NNC(=O)c2ccc(Br)cc2)c(O)c2ccccc21	-20	54*	0.7	-16	4	1	6	6	14
CC(C)(C)c1ccc(C(=O)NNC(=O)C(=O)N2CCCCC2)cc1	-14	-2	2.4	5	-1	-24	-4	2	-4
COc1ccccc1Nc1cc(C(=O)NC2CCCC2)c2ccccc2n1	0	8	-0.1	2	-12	-13	8	-6	12
O=C(CCc1ccccc1)Nc1cccc(-c2nnc(-c3ccco3)o2)c1	-78	13	1.8	5	-67	-10	7	0	0
CC(C)CNS(=O)(=O)c1ccc(CCC(=O)NCc2ccco2)cc1	29	-5	0.6	-18	12	4	-9	0	10

Arranged by value in EBI2 block (smallest number first): 3 from the list above
smiles	Mdm2-MdmX inh	EBI2 block	697 NFkB inh	Jurkat NFkB inh	CXCR6 block	UPR XBP1 act	CCR6 antag
COc1ccc(NC(=O)Cn2nc(C)c3ccccc3c2=O)cc1	4	1	12	-1	25	-2	15
CC(C)c1ccc(CC(C)C2C3=C(CCCC3=O)OC3=C2C(=O)CCC3)cc1 (configuration not stated)	19	8	-8	0	2	-5	14
CC(C)CCn1c(N)c(S(=O)(=O)c2cccs2)c2nc3ccccc3nc21	27	26	-9	2	-1	4	-9

High-throughput results from PubChem.
